# PHOSPHO1 block = blocks human PHOSPHO1 phosphatase activity; AID 1565; actives 1.1% (n = 290,000); Q8TCT1; inhibition, % at 13.3 µM; recombinant PHOSPHO1, absorbance phosphatase assay; in the data active = inhibition above about 60%
# IDE act = activators of human insulin-degrading enzyme in cells. HEK cells, FAbeta-B cleavage, fluorescence polarization; 0% vehicle, 100% cell-free pure enzyme wells. activation, % at 5.96 µM. actives 0.073% (n = 340,000). AID 493087;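 active = activation above the mean of all tested compounds plus 3 SD, set per screening campaign, cut at about 17% in these data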
# GPR7 antagonist = antagonists of human GPR7 (neuropeptides B/W receptor 1); GPR7-expressing cells, fluorescence antagonist assay; actives 1.1% (n = 290,000); inhibition, % at 4.4 µM; AID 1861; in the data active = inhibition above about 16%, passing the limit was not always enough;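 also: cells stimulated with the agonist NPW; 0% = agonist with vehicle and 100% = vehicle without agonist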
# NALP1 inh = NALP1 inhibition. S. cerevisiae NALP1/ASC/caspase-1 growth, X-gal OD620, 72 h. inhibition, % at 10 µM. actives 0.61% (n = 280,000). AID 2071; in the data active = inhibition mostly above about 24%, no sharp cut-off; inactive = mostly below about 32%; also: some compounds called inactive have numbers as strong as hits
# IMP-1 inhibitor = blocks Pseudomonas aeruginosa IMP-1 metallo-beta-lactamase; purified IMP-1, nitrocefin hydrolysis, epi-absorbance fluorescence; inhibition, % at 5.6 µM; actives 0.45% (n = 290,000); AID 1556;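 active = inhibition above the mean plus 3 SD of all compounds in the same screening run, cut at about 4.5% in these data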;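 also: 0% = IMP-1 with DMSO and 100% = DMSO wells lacking enzyme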
#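 System: Purified recombinant IMP-1 metallo-beta-lactamase enzyme | Measured by: Fluorescence quenching readout, ex 480/em 530 nm | Replication: Singlicate | Incubation: 15 min preincubation plus 25 min reaction at 25 °C | Evaluation: Percent inhibition from optical density relative to buffer-blank wells | Benchmarks: DMSO with and without IMP-1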
# VIM-2 inh = blocks Pseudomonas aeruginosa VIM-2 metallo-beta-lactamase. purified VIM-2, nitrocefin hydrolysis, epi-absorbance fluorescence. inhibition, % at 5.6 µM. actives 0.89% (n = 290,000). AID 1527;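 active = inhibition above the mean of all tested compounds plus 3 SD, cutoff set per screening run, cut at about 7.5% in these data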;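 also: red hydrolysis product quenches plate fluorescence so inhibitors raise well fluorescence; 0% = enzyme with DMSO and 100% = DMSO without enzyme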
# PfM18AAP inh = blocks P. falciparum M18 aspartyl aminopeptidase | recombinant PfM18AAP, H-Glu-NHMec fluorogenic cleavage | inhibition, % at 7.35 µM | actives 1.2% (n = 290,000) | AID 1822;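 active = inhibition above the campaign mean inhibition over all tested compounds plus 3 SD, cut at about 28% in these data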;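 also: 0% = plate median of test compound wells and 100% = 2 mM ZnCl2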
# IDE cell inh = inhibitors of human insulin-degrading enzyme in cells | HEK cells, FAbetaB cleavage, fluorescence polarization | inhibition, % at 5.59 µM | actives 0.41% (n = 320,000) | AID 434962;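 active = percent inhibition above the average of all tested compounds plus 3 SD, set per screening campaign, cut at about 16% in these data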;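 also: IDE supplied by intact live HEK cells; FP after avidin binding of uncleaved biotin substrate so inhibition keeps polarization high; 0% = DMSO wells and 100% = 60 µM reference IDE inhibitor Ii1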
# pCIP destab = lowers stability of the mouse p/CIP coactivator protein; decrease of EGFP signal, % at 10 µM; Q05BA5; AID 1984; actives 0.01% (n = 290,000); F442A p/CIP-EGFP cells, EGFP fluorescence, 16 h;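 active = EGFP signal decrease of at least 30% at 10 µM or well 3 SD below plate mean, unless failing retest; inactive = the rest, including hits failing retest or dose response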; also: some compounds called inactive have numbers as strong as hits; many of its hits are not listed in these tables
# Target sequence (Q05BA5 1-1403): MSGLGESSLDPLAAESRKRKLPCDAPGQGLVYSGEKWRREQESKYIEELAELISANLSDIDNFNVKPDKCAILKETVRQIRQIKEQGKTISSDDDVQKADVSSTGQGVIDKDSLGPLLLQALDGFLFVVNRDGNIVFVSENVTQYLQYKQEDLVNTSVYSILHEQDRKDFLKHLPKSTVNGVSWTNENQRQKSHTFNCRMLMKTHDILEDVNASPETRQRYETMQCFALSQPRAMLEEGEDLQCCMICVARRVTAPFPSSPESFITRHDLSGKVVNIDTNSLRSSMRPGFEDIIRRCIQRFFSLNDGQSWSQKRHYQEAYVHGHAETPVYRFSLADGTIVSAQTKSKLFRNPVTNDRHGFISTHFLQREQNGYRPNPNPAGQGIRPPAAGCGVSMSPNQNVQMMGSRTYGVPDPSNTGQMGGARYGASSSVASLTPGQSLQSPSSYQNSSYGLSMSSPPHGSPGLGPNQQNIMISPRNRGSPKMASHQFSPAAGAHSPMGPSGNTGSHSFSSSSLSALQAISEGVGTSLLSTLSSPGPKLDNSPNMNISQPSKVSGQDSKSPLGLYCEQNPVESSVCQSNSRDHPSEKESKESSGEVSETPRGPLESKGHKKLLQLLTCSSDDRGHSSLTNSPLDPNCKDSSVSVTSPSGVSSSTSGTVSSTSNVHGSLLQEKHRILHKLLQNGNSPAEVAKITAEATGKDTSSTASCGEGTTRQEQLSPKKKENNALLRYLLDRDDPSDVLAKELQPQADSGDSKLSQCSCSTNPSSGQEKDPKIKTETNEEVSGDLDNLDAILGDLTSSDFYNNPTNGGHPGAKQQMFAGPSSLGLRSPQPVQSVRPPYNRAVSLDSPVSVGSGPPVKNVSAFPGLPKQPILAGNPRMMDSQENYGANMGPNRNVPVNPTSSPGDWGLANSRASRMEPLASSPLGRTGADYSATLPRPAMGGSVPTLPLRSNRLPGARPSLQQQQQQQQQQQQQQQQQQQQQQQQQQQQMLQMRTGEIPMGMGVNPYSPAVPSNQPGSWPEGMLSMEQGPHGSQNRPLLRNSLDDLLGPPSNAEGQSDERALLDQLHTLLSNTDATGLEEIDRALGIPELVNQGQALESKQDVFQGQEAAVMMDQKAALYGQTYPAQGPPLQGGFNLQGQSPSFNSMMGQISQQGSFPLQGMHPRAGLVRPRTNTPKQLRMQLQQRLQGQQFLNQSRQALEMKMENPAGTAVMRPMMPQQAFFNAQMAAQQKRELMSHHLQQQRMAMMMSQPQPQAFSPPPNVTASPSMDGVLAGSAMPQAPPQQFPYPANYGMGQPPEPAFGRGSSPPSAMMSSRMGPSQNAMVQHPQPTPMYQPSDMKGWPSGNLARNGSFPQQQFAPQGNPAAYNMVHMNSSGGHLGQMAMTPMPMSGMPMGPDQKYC
# Active calls of the source: *; nt = not tested or not shown. No enrichment for hits; 5.3% or so of the library scored in one or more.
SMILES,PHOSPHO1 block,IDE act,GPR7 antagonist,NALP1 inh,IMP-1 inhibitor,VIM-2 inh,PfM18AAP inh,IDE cell inh,pCIP destab
CCn1c(C)cc(/C=C2/SC(=S)N(CC(=O)O)C2=O)c1C,-26,-34,-5,-12,-2.7,-4.0,14,40*,-43
COC(=O)CN1C(C)=Nc2ccc(C)cc2C1c1ccccc1 (centres undefined),21,8,9,-1,-3.9,-1.4,-11,0,-9
CCOC(=O)[C@@H]1[C@H]2COc3ccccc3[C@H]2N2C(=O)N(c3ccc(C(F)(F)F)cc3)C(=O)[C@]12C,-7,3,-1,22,-1.8,1.9,3,1,-5
O=C(N/N=C/c1cccnc1)c1cccc(N2CCCC2=O)c1,-4,2,-11,2,-2.6,-2.4,-8,-1,2
Cc1cccc(C(=O)NC(C)C(c2cccs2)N2CCOCC2)c1 (centres undefined),-1,4,-4,nt,-1.5,2.0,-10,0,-9
O=C(Nc1nnc(C2=COCCO2)o1)c1ccc(S(=O)(=O)N2CCCCC2)cc1,-33,5,-7,6,-1.8,-3.5,4,3,10
O=C(NC1=NCCS1)NC12CC3CC(CC(C3)C1)C2,-4,-1,4,nt,-2.1,-3.4,1,-2,-7
O=C(O)c1cc(N2N=C(C(F)(F)F)/C(=C/C=C/c3ccco3)C2=O)ccc1Cl,-17,-1,-2,4,-3.3,-2.3,13,nt,-21
CCOc1ccc(C(=O)NCC(C)CN(C)C)cc1OCC (centres undefined),4,10,-17,12,-3.9,-5.2,-3,3,4
Cc1cc(C)cc(CC2CC(=O)N(c3cc(C)ccc3C)C2=O)c1 (centres undefined),-1,3,2,2,0.5,1.4,9,nt,-10
CCOC(=O)c1sc2nc(-c3ccccc3)ccc2c1N,1,-3,-13,39,-2.4,-1.0,1,2,2
O=S(=O)(c1ccc(Sc2nnc3ccccn23)nc1)N1CCOCC1,28,0,1,9,-6.0,-1.5,-6,-2,-3
O=C(NCc1ccco1)c1ccc(F)c(S(=O)(=O)N2CCCCC2)c1,13,4,11,13,-0.5,-3.9,11,-4,-5
Cc1cc(=O)[nH]c(SCC(=O)Nc2ccccc2[N+](=O)[O-])n1,-4,4,-15,2,-2.5,-0.6,-4,-4,-2
COc1ccc(NC(=O)c2ccc([N+](=O)[O-])s2)c([N+](=O)[O-])c1,40,5,2,3,-3.5,-4.5,-9,5,-3
O=C1C2C3C=CC(CC3)C2C(=O)N1c1ccc([N+](=O)[O-])cc1 (centres undefined),44,3,-8,1,-3.4,-1.7,-1,5,4
CCOCCCNC(=O)C(c1ccc(C)cc1)N(Cc1ccc2c(c1)OCO2)C(=O)c1ccccn1 (centres undefined),52,7,-6,28,-2.1,-1.9,0,-3,-6
O=C(c1cccs1)N1CCN(S(=O)(=O)c2ccccc2)CC1,-4,3,-6,-1,2.6,-0.3,3,-2,-8
CC(=O)Nc1cc(C(=O)N(C)Cc2ccccc2)ccc1S(=O)(=O)c1ccc(C)cc1,51,3,-17,0,-3.2,-1.5,2,-1,-9
CN(C)/C=C/C(=O)c1ncc(C(F)(F)F)cc1Cl,49,-1,-3,8,-4.7,-4.9,9,-1,-13
CN1C(=O)C2(C(C#N)=C(N)Oc3n[nH]c(-c4ccc(Cl)cc4)c32)c2ccccc21 (centres undefined),2,3,0,8,-1.9,-2.6,-3,8,-12
C=CCc1cccc(CNc2cnc3ccccc3c2)c1O,nt,-1,7,10,-0.8,-0.8,4,-4,-86
NC(=O)CC[C@@H]1NC(=O)[C@H](CO)NC(=O)c2cc([N+](=O)[O-])cc(I)c2NCC[C@@H](C(N)=O)NC(=O)[C@H](Cc2ccc(O)cc2)NC1=O,-1,nt,-8,13,1.5,2.6,-15,-1,3
COc1ccc(S(=O)(=O)NCC(=O)N(CC(=O)NCc2ccco2)Cc2ccccc2)cc1,15,4,4,16,-2.1,-2.5,-2,3,-1
COc1ccc(-c2nc3n(n2)C(c2ccccc2Cl)C(C(N)=O)=C(C)N3)cc1 (centres undefined),2,-2,0,2,-0.4,-2.4,-3,1,-10
Cc1ccc(N2C(=O)C3CC3C2=O)cc1 (centres undefined),32,0,2,10,0.5,0.8,-3,2,-8
O=C(CCN1C(=O)C2C3C=CC(C3)C2C1=O)NCCc1ccccc1 (centres undefined),42,-3,-4,27,2.9,0.5,-21,3,-1
CC1(OCON)CCCc2ccccc21 (centres undefined),10,-5,-5,15,-1.9,-0.8,-6,-4,9
Cc1cc(C)c(NC(=O)Cn2nnc(C(=O)NCc3ccc4c(c3)OCO4)c2N)c(C)c1,43,1,-11,14,-1.7,-0.9,-5,-8,-2
O=C(COC(=O)CCN1C(=O)c2cccc([N+](=O)[O-])c2C1=O)NCc1ccccc1,36,-1,-2,8,-2.7,-0.7,-1,1,-3
CCOC(=O)c1[nH]c2c(c1-c1ccccc1)C(=O)CC(c1ccc(OC)c(OC)c1)C2 (centres undefined),-23,-5,15,28,-2.6,-3.1,2,-1,2
CC1=NN(C(=O)CCc2ccccc2)C(c2ccccc2)C1 (centres undefined),16,2,-7,-8,-2.2,-1.8,-8,2,6
O=C(NC1CCCCCC1)C(=S)NCc1ccccc1,-30,-4,-3,22,-3.5,-4.0,20,2,4
O=C(NCCCCl)C1CC(=O)N(CCc2ccc(F)cc2)C1 (centres undefined),nt,0,-15,-1,-3.0,-2.2,3,1,-5
Cc1ccc(C(=O)CCC(=O)Nc2ccccc2C)c(C)c1,39,9,4,8,-2.3,-2.2,-3,1,-17
CC(CNC(=O)C1CCCCC1)NC(=O)C1CCCCC1 (centres undefined),17,3,-3,1,-2.9,-0.3,-3,5,1
CN(C)[C@@H](CO)c1nnc([C@H](CCC(=O)O)NC(=O)C2CCNCC2)o1,9,7,-12,-12,-4.6,-2.3,-5,-6,-8
COc1ccc(NC(=O)Nc2ccc(N3CCOCC3)c3nonc23)c(OC)c1,28,1,5,17,-0.6,-0.8,17,5,-2
COc1ccc(/C=C(\C#N)C(=O)OCC(=O)Nc2ccc(C(C)(C)C)cc2)cc1,0,2,0,22,0.0,-0.9,1,-2,-21
Cc1ccc(-n2c(C)cc(C=C(C#N)C#N)c2C)cc1,4,3,12,1,-2.6,-0.9,1,0,-11

# 3 entries from above, arranged by the value under GPR7 antagonist, descending.
SMILES,PHOSPHO1 block,IDE act,GPR7 antagonist,NALP1 inh,IMP-1 inhibitor,VIM-2 inh,PfM18AAP inh,IDE cell inh,pCIP destab
Cc1ccc(-n2c(C)cc(C=C(C#N)C#N)c2C)cc1,4,3,12,1,-2.6,-0.9,1,0,-11
Cc1ccc(C(=O)CCC(=O)Nc2ccccc2C)c(C)c1,39,9,4,8,-2.3,-2.2,-3,1,-17
Cc1cc(=O)[nH]c(SCC(=O)Nc2ccccc2[N+](=O)[O-])n1,-4,4,-15,2,-2.5,-0.6,-4,-4,-2

# (cont.)
SMILES,PHOSPHO1 block,IDE act,GPR7 antagonist,NALP1 inh,IMP-1 inhibitor,VIM-2 inh,PfM18AAP inh,IDE cell inh,pCIP destab
O=C(Nc1cccc([N+](=O)[O-])c1)Nc1ccc2c(c1)CCC2,48,-1,19,7,-1.5,-1.7,0,-3,-3
CC(C)(C)c1cc(NC(=O)COC(=O)c2nccnc2N)n(-c2ccccc2)n1,26,4,-15,16,-2.5,-1.7,-1,4,0
O=C(Nc1ccc(Cl)cc1)Nc1csc([N+](=O)[O-])c1,32,nt,24*,nt,-1.5,-0.3,-11,-10,-25
COc1ccc(-c2cc(-c3ccc(O)cc3)nc(N)c2C#N)cc1,13,2,-10,4,-2.1,1.6,1,1,-18
COc1ccccc1N1C(=NC(=O)C2CCCCC2)SC2CS(=O)(=O)CC21 (centres undefined),34,5,1,9,-0.2,0.5,-3,1,-4
C=CCC(CC(O)COCCC)C(=O)NNC(=S)Nc1ccccc1 (centres undefined),-20,4,2,-5,-4.7,-3.4,30*,-5,0
CC(C)COC(=O)n1c(SCC(=O)N(C)C)nc2ccccc21,-4,-1,2,-5,0.6,0.3,2,-1,7
Cc1nn2c(N3CCN(c4ccccn4)CC3)cc(C(C)C)nc2c1-c1ccccc1,-8,5,-9,-5,-4.6,-2.1,8,nt,2
O=[N+]([O-])c1ccc(OCC(O)CNCCNc2nccc(C(F)(F)F)n2)cc1 (centres undefined),8,-2,-2,11,-0.3,-1.0,-5,-5,-5
COc1ccc(Cn2c(CCCO)nc3ccccc32)cc1OC,9,0,-3,1,0.3,-2.4,8,-2,-4
O=C(NN=C1CCCCCC1)NC1CCCCC1,0,-3,-2,20,-3.8,-1.3,-9,1,-7
O=C(C1=C(O)C(=O)N(c2ncccn2)C1c1ccc(F)cc1)c1ccco1 (centres undefined),24,7,-2,6,0.3,0.0,-1,5,3
CN1CCN(C(CC(=O)Nc2cccc(O)c2)C(=O)O)CC1 (centres undefined),-21,nt,-17,8,-2.7,-1.6,-2,-3,-1
CC(C)CCc1noc(CN2CCN(c3ccc(Cl)cn3)CC2)n1,24,0,-5,14,-1.6,-2.1,-5,6,-10
COc1ccc2nc(SCC(=O)NC3CCCCC3)[nH]c2c1,22,7,-1,4,-3.0,-1.1,5,-4,-13
O=C(CCc1nc(-c2ccccc2)no1)NCC1CCCO1 (centres undefined),5,-3,-6,20,-2.0,-2.2,4,3,-1

# A section from the list above:
SMILES,PHOSPHO1 block,IDE act,GPR7 antagonist,NALP1 inh,IMP-1 inhibitor,VIM-2 inh,PfM18AAP inh,IDE cell inh,pCIP destab
O=[N+]([O-])c1ccc(OCC(O)CNCCNc2nccc(C(F)(F)F)n2)cc1 (centres undefined),8,-2,-2,11,-0.3,-1.0,-5,-5,-5
COc1ccc(Cn2c(CCCO)nc3ccccc32)cc1OC,9,0,-3,1,0.3,-2.4,8,-2,-4
O=C(NN=C1CCCCCC1)NC1CCCCC1,0,-3,-2,20,-3.8,-1.3,-9,1,-7
O=C(C1=C(O)C(=O)N(c2ncccn2)C1c1ccc(F)cc1)c1ccco1 (centres undefined),24,7,-2,6,0.3,0.0,-1,5,3
CN1CCN(C(CC(=O)Nc2cccc(O)c2)C(=O)O)CC1 (centres undefined),-21,nt,-17,8,-2.7,-1.6,-2,-3,-1
CC(C)CCc1noc(CN2CCN(c3ccc(Cl)cn3)CC2)n1,24,0,-5,14,-1.6,-2.1,-5,6,-10
COc1ccc2nc(SCC(=O)NC3CCCCC3)[nH]c2c1,22,7,-1,4,-3.0,-1.1,5,-4,-13
